Source: PubChem (several laboratories)
PLAP activator: human PLAP activation; activation fold at 20 µM; purified PLAP enzyme, luminescent substrate read-out; stronger effect = higher value; P05187; 96,000 compounds, 1.2% hits; AID 696; in the data active means activation fold above about 2
CYP2C9 inhib: blocks human cytochrome P450 2C9 | P11712 | CYP2C9 Supersomes, luciferin-H conversion, luminescence | inhibition, % at 5 µM | 96,000 compounds, 20% hits | AID 777;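 active means blocking of liver enzyme CYP2C9 beyond about 50% at 5 µM, limit read from the data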; further: values of inactives mirror those of a sister screen read the other way
E coli WT exp: growth inhibitors of E. coli BW25113 wild type; OD600 absorbance; growth inhibition, % at 100 µM; 98,000 compounds, 0.15% hits;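 active means growth inhibition above about 50% at one test dose, limit read from the data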;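 further: growth measured after 20 h incubation at 37 °C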
CYP2C9 act: CYP2C9 (human) activation | recombinant CYP2C9, luciferin-H conversion, luminescence; stronger effect = higher value; factor 1 = untreated enzyme, 0 = blocked | activation factor at 5 µM | 96,000 compounds, 1.4% hits;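 active means activation factor of 2 or more for CYP2C9 at a 5 µM dose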;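 further: 0 = sulfaphenazole-blocked wells and 1 = vehicle-only wells; values of inactives mirror those of a sister screen read the other way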
CYP2C19 inh: blocks human cytochrome P450 2C19; P33261; CYP2C19 Supersomes, luciferin-H EGE luminescence, 30 min; inhibition, % at 5 µM; 96,000 compounds, 21% hits;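 active means CYP2C19 inhibition above a set limit at 5 µM in the primary screen, cut at about 50% in these data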;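 further: plate controls were negative control wells for no effect and 2.5 mM tranylcypromine positive control for full effect; values of inactives mirror those of a sister screen read the other way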
PostGolgi yeast: growth inhibition of a yeast mutant, post-Golgi transport screen; post-Golgi transport phenotypic cell assay; inhibition, % at 10 µM; 98,000 compounds, 0.9% hits; in the data active means inhibition above about 30%;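 further: yeast cells grown in 1536-well plates; yeast grown about 18 h at 30C before absorbance read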
PTK2B oligo ant: Pyk2 (human) oligomerization antagonism. Q14289. Q293 cells, Pyk2 FERM NanoBiT luminescence; stronger effect = lower value. z-score (the deposit names both 25 µM and 10 µM). 99,000 compounds, 0.83% hits;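 active means Z-score of -3 or lower, scaled per plate to the spread of control and sample wells; inactive means z-score above -3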;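 further: negative z-score means lost luminescence so less FERM oligomerization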
EphB4 ephrin blk: EphB4-ephrin-B2 interaction antagonism; P54760; EphB4 LBD / TNYL-RAW-Alexa532 peptide, fluorescence polarization; inhibition, % at 7 µM; 97,000 compounds, 0.15% hits; AID 720;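 active means inhibition above the screen-wide mean inhibition plus 3 SD, cut at about 15% in these data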;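 further: 0% = DMSO wells and 100% = excess unlabeled TNYL-RAW peptide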
Target sequence (P54760 whole entry, looked up, the tested form may be a part): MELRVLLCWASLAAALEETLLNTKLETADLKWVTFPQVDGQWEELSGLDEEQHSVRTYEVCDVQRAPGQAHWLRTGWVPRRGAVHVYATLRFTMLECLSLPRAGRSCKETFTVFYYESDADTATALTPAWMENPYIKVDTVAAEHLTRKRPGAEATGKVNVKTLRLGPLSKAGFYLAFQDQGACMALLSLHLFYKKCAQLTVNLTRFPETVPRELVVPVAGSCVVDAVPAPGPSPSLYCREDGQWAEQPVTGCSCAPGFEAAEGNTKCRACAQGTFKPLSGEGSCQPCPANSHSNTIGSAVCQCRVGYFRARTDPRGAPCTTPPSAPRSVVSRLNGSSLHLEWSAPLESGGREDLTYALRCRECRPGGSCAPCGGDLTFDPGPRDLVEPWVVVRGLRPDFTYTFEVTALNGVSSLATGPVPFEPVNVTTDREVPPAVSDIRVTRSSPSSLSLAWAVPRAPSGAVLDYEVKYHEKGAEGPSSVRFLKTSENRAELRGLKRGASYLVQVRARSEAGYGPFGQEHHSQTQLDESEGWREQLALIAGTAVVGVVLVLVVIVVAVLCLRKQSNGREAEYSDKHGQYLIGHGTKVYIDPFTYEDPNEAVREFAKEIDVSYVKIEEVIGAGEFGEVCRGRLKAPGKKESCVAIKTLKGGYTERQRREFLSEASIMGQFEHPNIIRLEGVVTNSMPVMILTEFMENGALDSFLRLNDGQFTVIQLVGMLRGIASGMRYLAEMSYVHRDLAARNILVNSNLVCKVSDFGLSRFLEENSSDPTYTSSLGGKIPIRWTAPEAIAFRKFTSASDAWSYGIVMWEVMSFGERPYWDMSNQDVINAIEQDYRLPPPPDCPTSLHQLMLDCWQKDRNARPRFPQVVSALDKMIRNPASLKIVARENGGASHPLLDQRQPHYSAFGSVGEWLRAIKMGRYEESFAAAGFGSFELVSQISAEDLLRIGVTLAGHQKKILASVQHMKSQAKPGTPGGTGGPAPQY
CYP2C19 activ: increases human CYP2C19 enzyme activity. activation factor at 5 µM. recombinant CYP2C19, luciferin-H EGE luminescence; stronger effect = higher value; 0 = fully inhibited enzyme, 1 = untreated enzyme. AID 1025. P33261. 96,000 tested, under 10 active;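 active means activation factor of at least 2 at 5 µM in the primary screen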;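 further: 0 = wells with 2.5 mM tranylcypromine and 1 = vehicle-only wells; values of inactives mirror those of a sister screen read the other way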
An asterisk follows results filed as active; / = not tested or not shown.

SMILES | PLAP activator | CYP2C9 inhib | E coli WT exp | CYP2C9 act | CYP2C19 inh | PostGolgi yeast | PTK2B oligo ant | EphB4 ephrin blk | CYP2C19 activ
CC(CN1CCCCC1)OC(=O)c1ccc2c(c1)OCO2 (stereo not drawn) | 1.2 | -11 | -2 | 1.1 | 11 | 12 | -0.15 | -1 | 0.9
CCCn1c(SCC(=O)N2CCN(c3ccc(OC)cc3)CC2)nc2c1c(=O)n(C)c(=O)n2C | 1.5 | 18 | -1 | 0.8 | 13 | 5 | -0.35 | 8 | 0.9
Cc1ccc(SC(C)C(=O)Nc2ncn[nH]2)cc1 (stereo not drawn) | 2.1* | 28 | 5 | 0.7 | 25 | 42* | / | -2 | 0.8
Cc1cccc(NC(=S)NC2CC3CCCC(C2)N3Cc2cccs2)c1 (stereo not drawn) | 1.5 | -7 | 6 | 1.1 | -8 | 2 | -0.46 | -9 | 1.1
CSCCC(NC(=O)C1CCC(C)CC1)C(=O)NCCN1CCOCC1 (stereo not drawn) | 1.1 | 3 | 2 | 1 | -5 | 0 | 0.1 | -8 | 1
O=C1NC2(CCCCC2)C(=O)N1c1ccccc1 | 0.9 | 10 | -11 | 0.9 | 22 | -12 | -0.08 | -6 | 0.8
CCCCn1c(CCC(=O)O)ccc1-c1cccs1 | 1.2 | 25 | 10 | 0.8 | -5 | -5 | / | -3 | 1.1
O=C(Nc1ccc2c(c1)OCO2)C1CCCN(c2nc3ccccc3s2)C1 (stereo not drawn) | 1 | 54* | 3 | 0.5 | 48 | 8 | -0.73 | -3 | 0.5
CC(CC1CC(C)(C)OC1=O)C(=O)Nc1nncs1 (stereo not drawn) | 0.8 | -7 | -2 | 1.1 | 18 | 0 | -0.37 | -8 | 0.8
CCn1c(SCC(=O)N2CCc3ccccc32)nnc1-c1c[nH]c2ccccc12 | 0.8 | 5 | -7 | 1 | 7 | -2 | -2.1 | 5 | 0.9
CN1CCN(Cc2c(O)ccc3occ(C(=O)c4ccccc4)c23)CC1 | 1.3 | 8 | 15 | 0.9 | 99* | 5 | 4 | 3 | 0
C/C=C(\C)CN1CCN(c2cc(C)ccc2C)CC1 | 1.5 | 55* | 2 | 0.5 | 82* | -9 | -0.24 | 0 | 0.2
CC(=O)c1c(C)[nH]c(C(=O)OCn2nnc3ccccc3c2=O)c1C | 1.2 | -9 | -5 | 1.1 | 11 | 25 | -0.65 | -5 | 0.9
O=c1c2[nH]c3ccc(F)cc3c2ncn1CCCN1CCOCC1 | 1.1 | 2 | -3 | 1 | 10 | -1 | 0.21 | 3 | 0.9
Cc1cc2ccccc2n1CCNC(=O)Cc1cccc2ccccc12 | 1.1 | -4 | -3 | 1 | 21 | 1 | / | -2 | 0.8
COC(=O)c1cc(NS(=O)(=O)c2ccc(NC(C)=O)cc2)cc(C(=O)OC)c1 | 1 | 38 | -1 | 0.6 | 53* | -5 | 0.29 | 3 | 0.5
CN1CCN(C(=O)Cn2c(=O)oc3cc(S(=O)(=O)NCc4ccccc4)ccc32)CC1 | 1.1 | 50* | -1 | 0.5 | 13 | 2 | / | -12 | 0.9
O=C(Oc1cccnc1)c1ccco1 | 0.9 | -10 | -8 | 1.1 | -13 | 6 | -0.35 | -3 | 1.1
O=C1CCCc2nc(N3CCc4ccccc43)ncc21 | 0.9 | 11 | -3 | 0.9 | 36 | 2 | -0.18 | -5 | 0.6
O=C(CN1C(=O)CCS(=O)(=O)c2ccccc21)Nc1cccc(F)c1 | 1 | -21 | 10 | 1.2 | -12 | -1 | 0.71 | 1 | 1.1
CCOC(=O)c1ccc(NS(=O)(=O)c2ccc3[nH]c(=O)[nH]c3c2)cc1 | 1.2 | 75* | 18 | 0.2 | 29 | -1 | 0.08 | 2 | 0.7
c1ccc(CN2CCN(CCN3CCn4c3nc3ccccc34)CC2)cc1 | 1.6 | -31 | 4 | 1.3 | 9 | -6 | -0.21 | / | 0.9
O=C(OCc1ccc(Cl)cc1Cl)c1ccncc1 | 1.1 | 44 | 0 | 0.6 | 69* | 7 | -0.02 | -5 | 0.3
CC1CC(C)CN(S(=O)(=O)c2cccc3cccnc23)C1 (stereo not drawn) | 1.2 | -155 | 6 | 2.5* | 68* | -4 | / | / | 0.3
Oc1ccc(N=Nc2n[nH]c(-c3ccc(Cl)cc3)n2)cc1 | 0.7 | -104 | 7 | 2* | 20 | 0 | -2.4 | 6 | 0.8
CC(=O)Nc1sc2c(c1C#N)CCCCC2 | / | / | -1 | / | / | 3 | -0.01 | 3 | /
CCCC(=O)Nc1ccc2nc(SCC(=O)Nc3nccs3)sc2c1 | 1.1 | 8 | -10 | 0.9 | 20 | -3 | 0.14 | 0 | 0.8
COc1cc(NS(=O)(=O)c2ccc(NC(=O)C3CCCO3)cc2)nc(OC)n1 (stereo not drawn) | 1.1 | -10 | -4 | 1.1 | 8 | -10 | 0.62 | 2 | 0.9
Cc1ccccc1NC(=O)Cc1nnc(SCc2ccc(Cl)c(Cl)c2)n1C | 0.9 | 18 | -6 | 0.8 | 24 | -8 | -0.03 | 5 | 0.8
Cc1cccc2cc3c(nc12)SC(=NCC1CCCO1)N(Cc1ccco1)C3 (stereo not drawn) | 0.9 | 57* | -9 | 0.4 | 23 | 7 | -1 | 0 | 0.8
CSc1nnc(-c2ccncc2)n1CCCN1CCCC1=O | 0.8 | 2 | / | 1 | 0 | / | -0.66 | -18 | 1
c1ccc(C2=Nc3ccccc3OC2)cc1 | 1.1 | 23 | 2 | 0.8 | 48 | 0 | -0.07 | 6 | 0.5
COc1cc(-c2c(C#N)c(N)nc(SCc3ccncc3)c2C#N)cc(OC)c1OC | 1.6 | 100* | -12 | 0 | 100* | 1 | -4.1* | -1 | 0
CSCCC(N=Cc1c(O)n(-c2ccc(F)cc2)c(=O)[nH]c1=O)C(=O)O (stereo not drawn) | 1.8 | -4 | -2 | 1 | -3 | 1 | / | -5 | 1
O=C(CN(C(=O)Cn1nnc(-c2ccc(F)cc2)n1)C1CCCC1)NC1CCCC1 | 1.1 | -1 | 1 | 1 | 5 | 6 | -0.78 | -6 | 1
COCCCNC(=O)c1ccc2nc3ccccc3c(=O)n2c1 | 1 | 23 | 5 | 0.8 | 24 | 1 | 1.6 | -2 | 0.8
Cc1ccc(N(CC(=O)N/N=C/c2ccco2)S(=O)(=O)c2ccccc2)cc1 | 1.2 | 22 | 6 | 0.8 | 50 | 10 | -0.38 | -8 | 0.5
CCCOc1c(OC)cccc1C1CC(=O)Nc2cc(OC)c(OC)c(OC)c21 (stereo not drawn) | 1.2 | 35 | 7 | 0.6 | 24 | 14 | -1.9 | -11 | 0.8
COc1cc2cc(CN(C(=O)Nc3ccccc3)C3CCCC3)c(=O)[nH]c2cc1OC | 1.4 | 55* | 2 | 0.4 | 42 | 2 | 0.63 | 4 | 0.6
Brc1cccc(-c2nnc3sc(CN4CCCCC4)cn23)c1 | 1 | 50* | 4 | 0.5 | 37 | -10 | 0.87 | 1 | 0.6

Some entries already given, limited to CYP2C9 inhib, CYP2C9 act and EphB4 ephrin blk:
Compound,CYP2C9 inhib,CYP2C9 act,EphB4 ephrin blk
CC(=O)c1c(C)[nH]c(C(=O)OCn2nnc3ccccc3c2=O)c1C,-9,1.1,-5
O=c1c2[nH]c3ccc(F)cc3c2ncn1CCCN1CCOCC1,2,1,3
Cc1cc2ccccc2n1CCNC(=O)Cc1cccc2ccccc12,-4,1,-2
COC(=O)c1cc(NS(=O)(=O)c2ccc(NC(C)=O)cc2)cc(C(=O)OC)c1,38,0.6,3

(next part)
SMILES | PLAP activator | CYP2C9 inhib | E coli WT exp | CYP2C9 act | CYP2C19 inh | PostGolgi yeast | PTK2B oligo ant | EphB4 ephrin blk | CYP2C19 activ
Cc1cc(C)cc(OC(C)c2ccnc3nc(/N=C/N(C)C)nn23)c1 (stereo not drawn) | 1.2 | 17 | -3 | 0.8 | 23 | -2 | 0.64 | -7 | 0.8
CCN(CC)C(=O)CN(C#N)c1nc(NC(C)C)nc(NC(C)C)n1 | 1 | -8 | -4 | 1.1 | 12 | -4 | 0.12 | -2 | 0.9
CCCC(=O)N1CCN(c2ccc(C(=O)c3ccc(OC)c(Br)c3)cc2F)CC1 | 1.3 | 26 | / | 0.7 | 43 | / | / | / | 0.6
O=C(O)c1nc(N2CCCC2)ncc1Cl | 0.8 | 6 | -2 | 0.9 | 1 | 1 | 0.31 | -2 | 1
Cn1c(N)c(C(=O)CCl)c(=O)n(C)c1=O | 1.2 | -6 | 0 | 1.1 | -9 | -8 | / | -2 | 1.1
C/C=C/Cn1c(SC)nc2c1c(=O)[nH]c(=O)n2C | 1.1 | 0 | 5 | 1 | 11 | -11 | 1.5 | / | 0.9
CC(C)CCNC(=O)NC(=O)COC(=O)/C=C/c1cnc2ccccc2n1 | 1 | 46 | 0 | 0.5 | 23 | -3 | -1.2 | -4 | 0.8
COc1cccc(NC(=O)COC(=O)c2cc(S(=O)(=O)N3CCOCC3)ccc2C)c1 | 1.3 | 34 | -3 | 0.7 | 23 | 14 | -2.9 | -2 | 0.8
CCOc1ccccc1CNc1ccc(N2CCOCC2)c(C(=O)O)c1 | 1.1 | 1 | -1 | 1 | -2 | 9 | 0.29 | 6 | 1
CSC(=O)NC12CC3CC(CC(C)(C3)C1)C2 | 0.8 | 1 | 9 | 1 | 44 | 13 | 0.53 | -7 | 0.6
COc1nc(NCC(C)C)nc(Oc2ccc(=O)n(-c3ccccc3)n2)n1 | 1.3 | 41 | 1 | 0.6 | 22 | -7 | / | -5 | 0.8
Cc1cc(N(CN2CCCC2=O)C(=O)c2ccc(F)cc2)no1 | 0.9 | 4 | -1 | 1 | 9 | 1 | -0.74 | -16 | 0.9
CCn1c(SCC(=O)Nc2ccccc2C(=O)OC)nnc1-c1cccc(C)c1 | 1.7 | 68* | 3 | 0.3 | 99* | 0 | -0.24 | -8 | 0
COc1cc(/C=C2/N=C(C3CCCCC3)OC2=O)cc(OC)c1OC | 1.6 | 62* | 2 | 0.4 | 5 | 1 | 1.1 | -2 | 1
COc1cc2[nH]c(=S)n(CCCN3CCOCC3)c(=O)c2cc1OC | 1.6 | -18 | 6 | 1.2 | 4 | 38* | 0.41 | 1 | 1
CCN(C(=O)c1cc2ccccc2oc1=O)c1cccc(C)c1 | 0.9 | 12 | -1 | 0.9 | 39 | 10 | -0.55 | -5 | 0.6
COc1ccccc1C1CC(c2ccc(Cl)cc2)Nc2nc(N)nn21 (stereo not drawn) | 1.2 | 1 | 5 | 1 | 50* | -3 | 0.04 | 0 | 0.5
O=C(Cc1ccccc1)N[C@H](c1ccccc1)P(=O)(O)CO | 0.9 | -4 | 0 | 1 | -6 | -1 | -0.7 | -8 | 1.1
CCCCNC(=O)c1cn(-c2ccc(OCC)cc2)c(=O)c2cc(OC)c(OC)cc12 | 1.8 | 38 | -1 | 0.6 | 6 | 0 | -0.53 | 0 | 0.9
Cc1ccc(C)c2[nH]c(=O)c(CCNC(=O)c3ccc(S(=O)(=O)N(C)C)cc3)cc12 | 1.4 | 59* | -7 | 0.4 | 17 | -7 | / | -3 | 0.8
COc1cccc(C(=O)Nc2ccc3c(c2)C(=O)N(CCC(=O)O)C3=O)c1 | 1.1 | 2 | -1 | 1 | 5 | -5 | -0.14 | 0 | 0.9
CC(=O)Nc1nc(C(=O)Nc2c(C)n[nH]c2C)cs1 | 1 | -10 | 11 | 1.1 | -12 | 0 | -0.63 | 4 | 1.1
COc1ccc(/C=C(/C(=O)Nc2ccccc2C(=O)NC(C)C)c2ccccc2)cc1 | 1.1 | 60* | -30 | 0.4 | 43 | 2 | -0.94 | -7 | 0.6
Cc1nc(Nc2ccncc2)c2oc3ccccc3c2n1 | 0.8 | -5 | 2 | 1.1 | 7 | 0 | -0.14 | 2 | 0.9
